Assay outcomes from PubChem.
CHRM1 antagonist: blocks human M1 muscarinic receptor; AID 588852; inhibition, % at 3 µM; CHO-K1 hM1, Fluo-8 calcium fluorescence, ACh EC80 antagonist; actives 1.3% (n = 360,000);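 active = percent inhibition above its own plate's cutoff, namely the mean of that plate's compound wells plus 3 SD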;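 note: peak over basal fluorescence ratio during 140 s after agonist addition; 0% = ACh EC80 plus DMSO and 100% = DMSO alone without agonist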
CHO-K1 Ca PAM: counter-screen for M1 PAMs: effect in parental CHO-K1 cells; actives 0.02% (n = 360,000); activation, % at 3 µM; ATP EC20, Fluo-8 calcium fluorescence; 0% at ATP EC20, 100% at ATP max; AID 602247;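 active = activation above the run cutoff, the mean activation of all test compounds plus 3 SD, cut at about 40% in these data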;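 note: peak over basal fluorescence ratio in a 140 s read after ATP addition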
CHO parental Ca: counter-screen for OX1R antagonists: effect in parental CHO cells; parental CHO-K1, ATP-induced calcium, Fluo-8 fluorescence; inhibition, % at 5.6 µM; actives 0.63% (n = 330,000); AID 463079;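 active = inhibition above that plate's mean sample inhibition plus 3 SD, cut at about 26% in these data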;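 note: 0% = ATP-challenged DMSO wells and 100% = DMSO wells without ATP; some compounds past the cut are filed as inactive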
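Test system: untransfected parental CHO cell line. Compound: one dose, 5.6 µM nominal. Detection: intracellular calcium via Fluo-8 no-wash fluorescent dye. Measure: % inhibition. Benchmarks: ATP-challenged DMSO wells low, unchallenged DMSO wells high.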
CHO-K1 Ca ag: nonselective activator or artifact in parental CHO-K1 cells | activation, % at 3 µM | AID 602248 | actives 0.48% (n = 360,000) | Fluo-8 calcium fluorescence; scaled to maximal ATP response, vehicle zero; in the data active = activation above about 15%;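 note: untransfected CHO-K1 host cells lacking M1 receptor as counterscreen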
TAAR1 ag: agonists of human TAAR1; Q96RJ0; CHO RD-HGA16 TAAR1, Fluo-8 calcium fluorescence; vehicle wells 0%, saturating PEA agonist 100%; activation, % at 3 µM; actives 0.99% (n = 360,000); AID 624467;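 active = activation above the mean activation of all test compounds in the run plus 3 SD, cut at about 38% in these data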
Target sequence (Q96RJ0 whole entry, looked up): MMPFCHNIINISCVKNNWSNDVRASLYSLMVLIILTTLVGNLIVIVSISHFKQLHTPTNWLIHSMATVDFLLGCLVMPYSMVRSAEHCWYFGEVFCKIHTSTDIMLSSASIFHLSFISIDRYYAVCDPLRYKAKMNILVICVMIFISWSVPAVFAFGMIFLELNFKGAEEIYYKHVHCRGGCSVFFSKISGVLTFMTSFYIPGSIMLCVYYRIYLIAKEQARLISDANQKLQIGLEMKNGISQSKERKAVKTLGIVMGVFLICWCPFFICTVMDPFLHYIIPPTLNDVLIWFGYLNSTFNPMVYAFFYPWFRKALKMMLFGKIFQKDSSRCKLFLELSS
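System: CHO-derived RD-HGA16 cells with stable Gα16 and human TAAR1 / Times: 17-24 h plating, Fluo-8 75 min 37 °C, 30 min RT / Technique: calcium-sensitive Fluo-8 signal, excitation 470-495, emission 515-575 nm / Measure: % activation relative to PEA EC100 response / Benchmarks: DMSO and PEA EC100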
OXTR potentiate: potentiators of human oxytocin receptor; CHO-OTR cells, Fluo-8 calcium fluorescence, potentiator mode; 0% = oxytocin EC15, 100% = EC100; P30559; AID 2445; actives 0.061% (n = 320,000); activation, % at 3 µM;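 active = activation above that plate's cutoff, the mean activation of tested compounds plus 3 SD, cut at about 6.6% in these data, passing the limit was not always enough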;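 note: 100% uses oxytocin at 75 nM as the full agonist control; some results filed as inactive read as strong as hits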
Target sequence (P30559 whole entry, looked up): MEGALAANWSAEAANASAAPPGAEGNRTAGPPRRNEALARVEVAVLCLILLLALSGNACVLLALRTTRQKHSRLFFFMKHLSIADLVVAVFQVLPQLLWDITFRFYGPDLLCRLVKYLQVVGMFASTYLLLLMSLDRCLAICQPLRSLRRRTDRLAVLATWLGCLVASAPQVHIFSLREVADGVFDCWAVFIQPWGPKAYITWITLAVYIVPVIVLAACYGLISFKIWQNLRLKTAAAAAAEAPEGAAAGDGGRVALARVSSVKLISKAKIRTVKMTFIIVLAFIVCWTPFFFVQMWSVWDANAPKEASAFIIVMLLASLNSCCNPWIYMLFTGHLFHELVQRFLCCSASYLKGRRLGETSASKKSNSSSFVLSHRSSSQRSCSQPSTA
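Assay system: CHO cell line stably expressing human OTR. Reagent: EC15 oxytocin agonist. Dosing: single dose, 3.0 µM nominal final compound concentration. Timing: compound 6 min at room temperature before oxytocin, 100 s read. Signal: kinetic Fluo-8 calcium fluorescence. Controls: oxytocin EC15 low and EC100 high.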
TAAR1 antagonist: antagonists of human TAAR1; CHO RD-HGA16 TAAR1, Fluo-8 calcium fluorescence, antagonist; actives 1.5% (n = 360,000); inhibition, % at 3 µM; Q96RJ0;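 active = inhibition above a per-plate cutoff, the mean inhibition of test compounds on that plate plus 3 SD, cut at about 49% in these data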;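 note: 0% = DMSO plus EC80 beta-PEA response and 100% = DMSO alone without agonist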
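System: RD-HGA16 CHO cells with stable hTAAR1 and Gα16 | Probe or stimulus: EC80 β-phenethylamine stimulus | Dosing: 3 µM, single point | Times: Dye loading 75 min at 37 °C, then 30 min room temperature | Measured by: Fluo-8 calcium-sensitive fluorescence | Read-out basis: % inhibition of agonist calcium response | Replicates: n of 1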
CHRM1 agonist: human M1 muscarinic receptor agonism. P11229. actives 0.33% (n = 360,000). activation, % at 3 µM. CHO-K1 hM1, Fluo-8 calcium fluorescence, agonist mode; 0% DMSO, 100% acetylcholine EC100;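 active = activation above the run's mean compound activation plus 3 SD, cut at about 16% in these data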;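 note: peak over basal fluorescence ratio within a 140 s kinetic read after compound addition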
CHO-K1 Ca antag: M1 antagonist counterscreen hit in parental CHO-K1 cells; ATP-induced calcium, Fluo-8 fluorescence; inhibition, % at 3 µM; actives 0.6% (n = 360,000); AID 602250;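 active = inhibition above a per-plate cutoff, the plate's mean sample inhibition plus 3 SD, cut at about 24% in these data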;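 note: 0% = DMSO plus EC80 ATP and 100% = DMSO alone without ATP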
Numbers without * were called inactive; x = not tested or not shown.

SMILES,TAAR1 antagonist,CHO-K1 Ca PAM,CHRM1 antagonist,CHO parental Ca,CHO-K1 Ca ag,CHO-K1 Ca antag,OXTR potentiate,CHRM1 agonist,TAAR1 ag
O=C(CNC(=O)c1ccc(Br)o1)NNC(=O)c1ccccc1O,-1,6,-6,-1,1.3,-3,-9,-3,0
Nc1ncnc2c1ncn2[C@@H]1O[C@H](CNCc2cn(CC(=O)NC3CC3)c3ccccc23)[C@@H](O)[C@H]1O,-8,15,-16,-3,-0.2,-13,9,-4,0
COc1ccc(-n2nc(C(=O)NCc3ccco3)c3c4ccccc4n(C)c3c2=O)cc1,-7,18,-4,2,1.0,0,-7,-8,5
COc1ccc(S(=O)(=O)N2CCC(C(=O)NC3CCCCC3)CC2)cc1C,-7,8,-6,-4,0.1,-11,-8,-7,-3
Oc1ccc(/C=N/N(Cc2ccccc2)c2ccccc2)cc1,-7,-4,4,3,0.7,6,-5,-3,5
Cc1ccc(S(=O)(=O)c2nnn(-c3cccc(F)c3)c2N)cc1,-10,7,22,-5,4.6,-15,-26,4,11
Cc1ccc(NC(=O)C2(C)CCN2C(=O)Cc2ccc(C(C)C)cc2)cc1 (stereo not given),-19,3,1,x,0.5,0,x,-2,0
COc1ccc(C(C)(C)C)cc1S(=O)(=O)NCC1CCCO1 (stereo not given),-7,11,-20,x,0.5,-3,x,0,2
COc1ccc(Oc2nc(OC)cc(OC)n2)cc1,-7,8,5,-7,-0.3,5,-8,-7,1
CCOC(=O)C1CCN(Cc2cccc(OC)c2)CC1,-38,15,-26,0,-0.4,-27,-4,-8,0
COc1cc(CNC(C)(C)CO)cc(Br)c1OCc1ccc(Cl)cc1Cl,26,31,11,14,5.6,-3,-7,-1,28
Cc1cccc(NC(=S)N2CCCC2)c1,-15,13,-1,7,0.2,3,-8,-1,1
CCNC1CCS(=O)(=O)C1 (stereo not given),-15,25,-17,-3,0.2,-10,-13,-2,2
CN(C)CCN(C(=O)c1ccc(S(=O)(=O)N2CCc3ccccc32)cc1)c1nc2ccc(F)cc2s1,-2,11,-14,-4,0.4,0,-7,-2,1
Cc1ccc(CNC(=O)c2oc3ccc(S(=O)(=O)N4CCOCC4)cc3c2C)cc1,47,14,29,-7,9.9,-9,-6,-3,26
COc1ccccc1CCC(=O)N(C)C1CCCN(Cc2ccccc2F)C1 (stereo not given),-16,6,-4,-20,0.2,-4,0,-9,4
O=C(Nc1ccc(N=Nc2ccccc2)cc1)c1cccc(Cl)c1,-13,11,5,-17,0.2,-10,-7,-4,4
Cc1ccc([N+](=O)[O-])cc1NC(=O)/C=C/C(=O)O,-30,7,-12,11,0.6,-10,0,-2,5
COc1ccc(C2c3[nH]c4ccccc4c3CCN2C(=O)Cc2nonc2C)c(F)c1 (stereo not given),-25,7,16,-13,0.4,-8,-1,-5,5
O=C(Nn1cnnc1)c1ccccc1-c1ccccc1,-6,27,-15,11,0.6,-12,-10,-2,2

Next section (2 carried over from the part before).
SMILES,TAAR1 antagonist,CHO-K1 Ca PAM,CHRM1 antagonist,CHO parental Ca,CHO-K1 Ca ag,CHO-K1 Ca antag,OXTR potentiate,CHRM1 agonist,TAAR1 ag
COc1ccc(C2c3[nH]c4ccccc4c3CCN2C(=O)Cc2nonc2C)c(F)c1 (stereo not given),-25,7,16,-13,0.4,-8,-1,-5,5
O=C(Nn1cnnc1)c1ccccc1-c1ccccc1,-6,27,-15,11,0.6,-12,-10,-2,2
O=C(Nc1ccccc1)c1cc([N+](=O)[O-])ccc1N1CCCCC1,-12,-9,-25,-33,-1.2,-12,-3,-6,2
O=C(Nc1ccc(N2CCOCC2)c(Cl)c1)c1ccc(S(=O)(=O)N2CCOCC2)cc1,7,2,-5,12,3.2,-5,-13,-5,6
c1ccc(COc2cccc(CNCc3cccnc3)c2)cc1,0,-6,5,-25,0.3,0,-5,-16,7
O=C(CC1(O)C(=O)Nc2ccc(Br)cc21)c1ccccc1 (stereo not given),-10,28,-6,x,1.9,-15,x,-2,5
Cc1[nH][nH]c(=O)c1C(c1ccc(Cl)cc1)c1c(C)[nH][nH]c1=O,-2,-23,7,-4,-0.1,8,-5,-1,0
Cc1ccc2nc(-c3ccc(F)cc3)nc(SCC(=O)NCC3CCCO3)c2c1 (stereo not given),6,23,-18,-22,0.1,-9,-6,-2,-2
O=C(CSc1n[nH]c(-c2cccnc2)n1)Nc1ccccc1[N+](=O)[O-],-4,-26,13,-10,0.6,12,-8,-5,9
CCC(=O)N1CCN(c2ccc(NC(=O)c3ccc([N+](=O)[O-])o3)cc2)CC1,-9,0,2,x,1.0,1,x,-1,4
O=c1cc2ncc(-n3cc([N+](=O)[O-])cn3)cn2[nH]1,6,13,-9,5,0.3,-12,-13,-5,1
O=S(=O)(c1ccc2ccccc2c1)N1CCCCC1,x,8,0,-7,1.2,3,-1,-8,x
COc1ccc(C(=O)NCCCn2cccn2)cc1OC1CCN(C(C)=O)CC1,-6,-3,-8,x,3.8,5,x,-3,4
CS(=O)(=O)N(CC(=O)NCc1ccco1)c1ccccc1Cl,0,7,-5,-20,0.2,-6,-10,-5,6
COc1ccc(OC)c(NC(=O)NNC(=O)c2cc3occc3[nH]2)c1,-8,-14,-2,-7,0.3,10,-13,-2,2
CSc1ccc(CCNC(=O)CCc2nnc3ccc(N4CCCC4)nn23)cc1,19,27,-6,0,2.7,-13,-8,-9,2
COc1ccc(SCCN2CCN(CC(C)C)CCC2=O)cc1,-4,-14,11,-15,-0.6,-7,0,4,4
CCOc1ccc2nc(NCCNC(=O)Nc3cccc(C)c3)c(C#N)cc2c1,10,8,5,-8,0.3,0,-14,-5,4
CCOc1ccc(OCC)c(NC(=O)CSc2nc3c(c(=O)n(C)c(=O)n3C)n2CC)c1,1,-10,4,-15,0.7,-5,-3,-4,3
COc1cc(OC)cc(-c2nc(SCC(=O)Nc3ccccc3F)n[nH]2)c1,-14,7,-3,-17,3.5,-8,-9,-3,1
O=C(Oc1c(Br)cc([N+](=O)[O-])cc1Br)c1cccnc1,-4,6,-10,-1,8.4,4,-18,1,7
O=C(c1ccc([N+](=O)[O-])cc1)N1CCN(C(=O)c2cccnc2)CC1,-8,15,-12,12,0.4,-7,-16,-3,1

Continued:
SMILES,TAAR1 antagonist,CHO-K1 Ca PAM,CHRM1 antagonist,CHO parental Ca,CHO-K1 Ca ag,CHO-K1 Ca antag,OXTR potentiate,CHRM1 agonist,TAAR1 ag
CC1Cc2ccccc2N1C(=O)CSc1nnc(-c2ccccc2)c(-c2ccccc2)n1 (stereo not given),7,-8,-1,-14,-0.7,11,0,-2,3
NC(=O)Cn1c(=O)n(C2CCCCC2)c(=O)c2c3c(sc21)CCCCC3,-10,-16,8,-16,-0.3,20,-6,-1,0
CCOc1ccc(Br)cc1C(=O)Nc1ccc(C(=O)NCC(C)C)cc1,-9,-9,-1,-8,-0.3,21,-7,-2,1
CCCCc1nc2sc3c(=O)n(N)cnc3c2c2c1CCCC2,-7,-10,-2,8,0.0,10,-5,-5,6
CC(NC(=O)c1ccccc1)C(=O)N/N=C/c1ccco1 (stereo not given),1,28,-13,-1,0.8,-19,0,-2,0
CCOC(=O)C(C)n1cnc2sc3c(c2c1=O)CCC3 (stereo not given),-17,12,-4,-10,-0.2,-3,-16,-3,1
O=C(O)C1C2C=CC(O2)C1C(=O)NCc1ccccc1Br (stereo not given),0,-2,-8,-2,-0.1,-9,-1,-5,22
O=C(OCC(=O)c1ccc(Cl)s1)c1ccc(CO)cc1,2,12,-7,-4,2.7,-12,-10,0,1
CN(CC(=O)Nc1ccc(F)cc1)C(=O)c1cccc(S(=O)(=O)N2CCN(c3ccc(F)cc3)CC2)c1,33,-9,10,2,8.4,13,-17,-1,6
Cc1ccc(C)c(CSc2nnc(-c3cccnc3)n2N)c1,0,0,-5,-6,-0.4,7,-2,-2,1
O=C(NC(=S)Nc1ccccc1)c1ccc(-c2ccccc2)cc1,-10,-5,-4,-28,-0.4,0,-6,-7,3
COc1cc(C(=O)NCC(c2cccs2)N2CCc3ccccc32)cc(OC)c1OC (stereo not given),-5,8,-3,-2,0.7,-10,1,-6,4
COc1ccc(CN(C)C(=O)/C=C/c2ccc(S(=O)(=O)N3CCOCC3)cc2)cc1F,-7,8,-2,x,4.6,-7,x,-3,4
CC1CN(S(=O)(=O)c2cc(C(=O)NCCCN3CCCC3=O)ccc2Cl)CC(C)O1 (stereo not given),7,-18,-7,-8,-0.2,4,-4,-1,1
CC(CS(=O)(=O)c1ccccc1[N+](=O)[O-])N1CCOCC1 (stereo not given),2,20,-7,-8,-0.1,1,-3,-7,4
O=C(CSc1nncs1)NC(=O)Nc1ccc2c(c1)OCCO2,3,12,-15,13,2.8,-11,-4,-7,0
CCC1(CC)NC(=O)N(CC(=O)OCC(=O)NC(=O)c2ccccc2)C1=O,-19,-2,-3,4,1.6,9,1,-4,2
